Mcl1 Noxa PPI: Mcl-1/Noxa binding inhibitors, primary screen, biochemical, TR-FRET, 1536-well. TR-FRET Mcl-1/Noxa peptide binding, 2 h. 220,000 compounds, 1.5% hits. inhibition, % at 21.7 µM. Induced myeloid leukemia cell differentiation protein Mcl-1 (Homo sapiens), Q07820;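 active = compounds that cut the protein-peptide binding signal by more than 50% relative to plate controls in a single-dose test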;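 also: His-tagged Mcl-1 with rhodamine Noxa BH3 peptide and terbium anti-His antibody; 0% = Mcl-1 plus Noxa peptide wells and 100% = peptide-only wells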
Target sequence (Q07820 whole entry, looked up): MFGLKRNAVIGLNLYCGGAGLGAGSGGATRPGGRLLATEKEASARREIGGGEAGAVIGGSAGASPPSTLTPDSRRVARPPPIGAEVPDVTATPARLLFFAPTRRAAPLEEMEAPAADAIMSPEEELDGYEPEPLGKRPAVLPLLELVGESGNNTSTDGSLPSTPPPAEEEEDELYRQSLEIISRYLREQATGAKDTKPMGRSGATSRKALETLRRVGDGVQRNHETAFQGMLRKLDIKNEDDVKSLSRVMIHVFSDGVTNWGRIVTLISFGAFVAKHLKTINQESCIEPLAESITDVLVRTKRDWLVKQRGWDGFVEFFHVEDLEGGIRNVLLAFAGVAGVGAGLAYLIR
Cdc42 wt GTP: modulators of GTP binding to wildtype Cdc42, primary screen, biochemical, multiplex bead flow cytometry, Bodipy-GTP. Cell division control protein 42 homolog (Homo sapiens), P60953. GST-Cdc42 beads; actives lie on both sides. percent activity (GTP binding), % at 10 µM. 190,000 compounds, 0.2% hits. AID 761, 2007;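 active = percent activity GTP binding at least 20 points away from the 100% baseline, either down as inhibitor or up as activator; inconclusive = compound flagged as likely green fluorescent from well-wide comparison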;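 also: median bead fluorescence of bound Bodipy-FL-GTP at 100 nM; 0% = excess unlabeled GTP control and 100% = no compound control; below 100% means less GTP binding so inhibitor and above means activator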
Target sequence (P60953 whole entry, looked up): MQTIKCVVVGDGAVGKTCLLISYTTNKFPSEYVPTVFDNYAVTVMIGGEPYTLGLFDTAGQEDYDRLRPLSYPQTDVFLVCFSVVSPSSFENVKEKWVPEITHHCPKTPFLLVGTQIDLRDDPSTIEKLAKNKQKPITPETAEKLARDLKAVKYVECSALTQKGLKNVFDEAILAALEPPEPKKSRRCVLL
Rac1 wt modul: wildtype Rac1 GTP binding modulators, primary screen, biochemical, GST-Rac1 beads, flow cytometry, multiplex; Ras-related C3 botulinum toxin substrate 1 (Homo sapiens), P63000; fluorescent GTP binding; actives lie on both sides; 0 = cold GTP competed, 100 = untreated; GTP binding activity (% of control), % at 10 µM; 190,000 compounds, 0.27% hits; AID 757, 2007;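 active = GTP binding activity at least 20 points away from the 100% control level, either lower or higher; inconclusive = compound flagged as likely green fluorescent, judged across all proteins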
Pf gamet viab: late stage P. falciparum gametocyte viability inhibitors, primary screen, ATP luminescence, HTS; P. falciparum stage V gametocytes, 24 h; inhibition, % at 10.9 µM; 150,000 compounds, 0.065% hits;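 active = inhibition above the mean plus 3 SD of compounds within the control limits, set per campaign, cut at about 38% in these data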;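 also: 0% = DMSO wells and 100% = medium only without gametocytes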
Avidin bead fluor: green autofluorescence of compounds with avidin beads – biophysical, 488/530 nm, flow cytometry, artefact control, profiling panel; compound fluorescence 488/530 nm; stronger effect = higher value; fluorescence (KMESF) at 10 µM; 220,000 compounds, 0.38% hits; in the data active = fluorescence above about 47; also: inactives centre near 10
ABCG2 block: ABCG2 efflux pump inhibitors, primary screen, multiplex with ABCB1, IgMXP3 cells, flow cytometry | Broad substrate specificity ATP-binding cassette transporter ABCG2 (Homo sapiens), Q9UNQ0 | JC-1 efflux | inhibition, % at 6.6 µM | 190,000 compounds, 0.1% hits | AID 1325, 2008;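 active = inhibition above 80%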;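 also: 0% = DMSO and 100% = nicardipine control wells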
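Test system: IgMXP3 (ABCG2) plus far-red-tagged CCRF-Adr (ABCB1) cells / Amount: 3 million cells/mL in well / Reagent: JC-1 transporter substrate / Timing: 10 min compound exposure, 25 °C / Signal: flow cytometry, 530 nm JC-1 signal / Read-out: percent efflux inhibition, scaled nicardipine 100% to DMSO 0% / Benchmarks: nicardipine as high control, DMSO as low control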
Rab7 wt modul: modulators of GTP binding to Rab7, primary screen, biochemical, wildtype, multiplex bead flow cytometry; Rab7 GTPase wild type (dog), Bodipy-FL-GTP binding; GST-Rab7 beads, fluorescent GTP binding; actives lie on both sides; untreated = 100%, excess cold GTP = 0%; GTP binding activity (percent of control), % at 10 µM; 190,000 compounds, 0.055% hits; AID 758, 2007;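 active = fluorescent GTP binding to Rab7 beads changed by at least 20 points from the 100% baseline, either direction, mostly lower; inconclusive = compound itself probably fluorescent, or too few beads counted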;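 also: median green fluorescence of bound Bodipy-FL-GTP per Rab7 bead population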
Rab2A wt mod: modulators of GTP binding to Rab2A wildtype, primary screen, biochemical, dog, bead-based flow cytometry, multiplex | Ras-related protein Rab-2A (Canis lupus familiaris), P61105 | GST-Rab2 wt beads, Bodipy-GTP binding | GTP binding activity, % at 10 µM | 190,000 compounds, 0.19% hits | AID 760, 2007;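 active = GTP binding activity at least 20 points away from 100%, either lowered or raised; inconclusive = signal likely due to the compound's own green fluorescence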;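 also: 0% = beads with excess unlabeled GTP and 100% = no-compound control corrected for plate trend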
HRas wt GTP bind: modulators of GTP binding to HRas wildtype, primary screen, biochemical, bead-based flow cytometry, multiplex; GST-Ras wt beads, Bodipy-FL-GTP binding; actives lie on both sides; GTP binding activity, % at 10 µM; 190,000 compounds, 0.14% hits;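 active = GTP binding activity at least 20% away from the 100% baseline, either lowered as inhibitor or raised as activator; inconclusive = flagged as likely green fluorescent, judged across all proteins in the well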;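 also: 0% = unlabeled GTP competition control and 100% = no-compound control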
Target sequence (P01112 whole entry, looked up): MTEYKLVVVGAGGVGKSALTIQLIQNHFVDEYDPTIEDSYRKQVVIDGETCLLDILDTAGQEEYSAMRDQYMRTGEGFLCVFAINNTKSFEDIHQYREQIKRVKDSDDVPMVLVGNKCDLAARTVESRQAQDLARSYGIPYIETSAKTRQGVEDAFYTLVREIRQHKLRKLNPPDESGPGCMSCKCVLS
Rac1 mut GTP: GTP binding modulators of activated mutant Rac1, primary screen, biochemical, bead-based flow cytometry, multiplex, fluorescent GTP; percent activity (GTP binding), % at 10 µM; Ras-related C3 botulinum toxin substrate 1 (Homo sapiens), P63000; AID 764, 2007; GST-Rac1 activated beads; actives lie on both sides; 100% means binding = to untreated wells; 190,000 compounds, 0.11% hits;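 active = GTP binding at least 20 percentage points away from the 100% baseline, in either direction, so actives lie on both sides; inconclusive = Compound likely fluorescent itself, or too few beads counted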
ABCB1 inh: ABCB1 efflux pump inhibitors, primary screen, cell-based, multiplex, flow cytometry, ABCG2 counter-screen. AID 1326, 2008. 190,000 compounds, 0.067% hits. CCRF-Adr cells, JC-1 efflux. inhibition, % at 6.6 µM. ATP-dependent translocase ABCB1 (Homo sapiens), P08183; in the data active = inhibition above about 40%;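 also: 0% = vehicle and 100% = reference inhibitor; higher value means more JC-1 retained so stronger ABCB1 efflux block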
* hit, by the source's call; ? = inconclusive; / = not tested or not shown.

molecule	Mcl1 Noxa PPI	Cdc42 wt GTP	Rac1 wt modul	Pf gamet viab	Avidin bead fluor	ABCG2 block	Rab7 wt modul	Rab2A wt mod	HRas wt GTP bind	Rac1 mut GTP	ABCB1 inh
COC(=O)c1ccc(NC(=O)c2ccc3c(c2)OCO3)cc1	4	97	95	/	18	10	98	97	98	95	0.8
COc1ccc(C(=O)c2coc3ccc(O)c(CN4CCOCC4)c23)cc1	18	108	107	/	23	3	102	100	104	102	1.2
COc1cc(/C=C(\C#N)C(=O)NCC2CCCO2)ccc1OCC(=O)O (centres undefined)	7	90	96	-4	5	-1	96	94	93	95	-0.5
CN1CCc2c(sc3c2C(=O)NC(c2cccc(OC(=O)c4cccs4)c2)N3)C1 (centres undefined)	58*	93	95	/	8	0	103	98	99	96	0.3
O=C1CCC(=O)N1c1cccc(-c2nc3ccccc3o2)c1	-3	103	105	/	7	1	96	98	100	100	0.0
O=C(c1c(Cl)nc2sccn12)N1CCCc2ccccc21	21	100	99	/	11	4	99	101	102	97	1.1
CCS(=O)(=O)c1ccc(O)c(N2C(=O)C3C4C=CC(C4)C3C2=O)c1 (centres undefined)	-20	105	107	/	36	2	100	103	104	102	0.2
COC(=O)CSC1=C(C#N)C(=O)NC(c2ccccc2)S1 (centres undefined)	20	100	103	/	8	-2	100	102	100	100	-0.3
COc1cc(C2c3c([nH]c(=O)[nH]c3=O)Nc3ccc4ccccc4c32)cc(OC)c1OC (centres undefined)	36	92	87	-25	13	-4	93	96	95	92	-1.1
O=C(NC(=S)Nc1cccc(-c2ccc(CO)o2)c1)c1cccs1	33	100	104	-21	11	4	107	102	100	94	0.2
Cc1cccc(Nc2nc(CC(=O)O)cs2)c1	3	91	93	25	10	4	102	92	94	91	0.2
Cc1ncc(C[n+]2csc(CCOC(=O)C34CC5CC(CC(C5)C3)C4)c2C)c(N)n1	24	98	99	-4	14	1	95	94	96	95	0.4
CN1C(=O)NC(c2ccc(O)cc2)C(C(=O)c2cccs2)C1(O)C(F)(F)F (centres undefined)	5	99	102	6	11	5	101	100	99	97	0.4
COc1cc2nc(CN3CCN(S(=O)(=O)c4ccc(Cl)cc4)CC3)[nH]c(=O)c2cc1OC	13	95	96	-22	28	2	99	92	99	90	0.6
Cc1cc(C)c2[nH]c(=O)c(CN(Cc3cccnc3)C(=S)NCCCN(C)C)cc2c1	13	100	106	12	10	2	103	98	102	102	0.4

Five compounds from above, arranged by the value under Rab2A wt mod, falling.
canonical_smiles | Rab2A wt mod
O=C(NC(=S)Nc1cccc(-c2ccc(CO)o2)c1)c1cccs1 | 102
O=C(c1c(Cl)nc2sccn12)N1CCCc2ccccc21 | 101
CN1C(=O)NC(c2ccc(O)cc2)C(C(=O)c2cccs2)C1(O)C(F)(F)F (centres undefined) | 100
COc1cc(C2c3c([nH]c(=O)[nH]c3=O)Nc3ccc4ccccc4c32)cc(OC)c1OC (centres undefined) | 96
COc1cc(/C=C(\C#N)C(=O)NCC2CCCO2)ccc1OCC(=O)O (centres undefined) | 94

The list goes on.
molecule	Mcl1 Noxa PPI	Cdc42 wt GTP	Rac1 wt modul	Pf gamet viab	Avidin bead fluor	ABCG2 block	Rab7 wt modul	Rab2A wt mod	HRas wt GTP bind	Rac1 mut GTP	ABCB1 inh
CCN1CCN(C(=O)c2cnn3c(C(F)F)cc(-c4ccc(C)cc4)nc23)CC1	0	97	96	30	37	2	95	95	97	94	0.4
Cc1nc2ccccc2cc1C(=O)Nc1ccccc1Cl	-1	97	99	-7	12	1	102	101	97	95	-0.3
CC1CCC(NS(=O)(=O)c2ccc3c(c2)n(C)c(=O)c(=O)n3C)CC1 (centres undefined)	6	101	101	14	15	1	100	100	99	100	0.2
CCc1ccc(/C=C2\Oc3cc(OC(=O)N4CCOCC4)ccc3C2=O)cc1	18	98	101	3	7	12	99	99	101	99	1.3
CCOC(=O)C1CCN(Cc2cccc(OC)c2)CC1	-1	101	101	/	11	1	97	98	100	98	0.4
COc1cccc(CN2C(=O)C3(C(C#N)=C(N)OC4=C3C(=O)CCC4)c3ccccc32)c1 (centres undefined)	-8	100	100	0	8	5	102	103	102	99	1.7
O=C(c1ccco1)[C@@H]1[C@@H]2C(=O)N(c3ccc(F)cc3)C(=O)[C@@H]2[C@H]2C=Cc3ccccc3N21	73*	101	102	2	20	4	100	98	98	96	-1.1
CC(Sc1nnc(COc2ccc([N+](=O)[O-])cc2)n1C)C(=O)O (centres undefined)	-5	95	99	20	9	0	106	97	94	94	0.0
Cc1ccc(-c2csc(N3N=C(c4ccccc4)/C(=C\c4ccc(N(C)C)cc4)C3=O)n2)cc1	-6	99	96	/	8	-10	100	98	99	93	-6.8
CCn1cc([N+](=O)[O-])c(C(=O)Nc2nc3ccc(OC)cc3s2)n1	9	92	95	-17	12	6	93	92	90	92	0.1
CCCC(c1nnnn1CCc1ccccc1)N1CCN(C2CCCC2)CC1 (centres undefined)	3	102	106	/	12	0	100	99	99	100	0.1
O=S1(=O)CCC(S(=O)(=O)N2CCCCCC2)C1 (centres undefined)	-20	101	108	/	31	6	98	104	102	103	0.0
CC(C)(C)n1cnc2cc(NS(=O)(=O)c3ccc(Br)cc3)ccc21	9	104	100	-16	6	5	97	100	100	97	1.6
CCOC(=O)C1=NOC(CN(c2ccccc2)S(=O)(=O)c2ccc(Cl)cc2)C1 (centres undefined)	-26	93	94	5	11	4	98	95	93	92	0.8
CCCCCCNc1nc(-c2ccc(OC)cc2)c(CCC(=O)O)s1	1	99	100	-8	22	-14	96	97	97	99	-2.3

Record cards (already shown):
`Cc1ccc(-c2csc(N3N=C(c4ccccc4)/C(=C\c4ccc(N(C)C)cc4)C3=O)n2)cc1` as listed: Mcl1 Noxa PPI = -6; Cdc42 wt GTP = 99; Rac1 wt modul = 96; Pf gamet viab = /; Avidin bead fluor = 8; ABCG2 block = -10; Rab7 wt modul = 100; Rab2A wt mod = 98; HRas wt GTP bind = 99; Rac1 mut GTP = 93; ABCB1 inh = -6.8
`CCn1cc([N+](=O)[O-])c(C(=O)Nc2nc3ccc(OC)cc3s2)n1` as listed: Mcl1 Noxa PPI = 9; Cdc42 wt GTP = 92; Rac1 wt modul = 95; Pf gamet viab = -17; Avidin bead fluor = 12; ABCG2 block = 6; Rab7 wt modul = 93; Rab2A wt mod = 92; HRas wt GTP bind = 90; Rac1 mut GTP = 92; ABCB1 inh = 0.1

(further entries)
molecule	Mcl1 Noxa PPI	Cdc42 wt GTP	Rac1 wt modul	Pf gamet viab	Avidin bead fluor	ABCG2 block	Rab7 wt modul	Rab2A wt mod	HRas wt GTP bind	Rac1 mut GTP	ABCB1 inh
CCn1c(=O)cc(OCC(=O)Nc2cc(C)ccn2)c2ccccc21	-13	98	97	12	18	2	100	94	95	96	0.6
Cc1ccc2c(c1)CCCN2C(=O)C1CCCO1 (centres undefined)	-10	102	107	/	7	1	100	99	101	100	0.4
O=C1NCN(c2ccccc2)C12CCN(CCCC(c1ccc(F)cc1)c1ccc(F)cc1)CC2	5	100	95	/	13	0	96	96	95	95	2.4
CCOc1ccc(C2CC(c3ccc(F)cc3)Nc3nc(N)nn32)cc1 (centres undefined)	0	102	109	/	9	-3	98	100	103	101	-2.9
CCc1c(C)[nH]c2ccc(OC)cc2c1=S	74*	97	101	14	12	1	97	97	97	97	-0.1
O=C(N/N=C/CCc1ccccc1)c1ccc(CN2c3cccc4cccc(c34)S2(=O)=O)cc1	-53	101	104	-17	7	-5	97	99	101	100	-0.8
Cc1ccc(CNCc2ccccc2Cl)cc1	19	99	103	/	24	-1	97	99	99	98	-0.1
COc1cc(NC(=O)c2c(F)cccc2F)nc(OC)n1	-3	103	104	/	16	4	99	105	103	100	0.3
C=CCN1C(=O)/C(=C2/Sc3ccccc3N2CCCS(=O)(=O)O)SC1=S	71*	?	?	14	30	-2	?	?	?	?	-0.6
Cc1ccc(NC(=O)NCc2ccc3c(c2)OCO3)cc1C	11	94	98	-3	9	6	95	94	96	94	0.7
Clc1ccc(OCc2cn3cccnc3n2)c2ncccc12	6	108	105	-2	19	1	108	110	110	100	0.3

Source: PubChem BioAssay
